PI4K2A block = blocks human PI4K2A kinase activity. purified PI4K2A, ADP-Glo luminescence, 1 h; stronger effect = lower value. activity change, negative = inhibition, % at 76.9 µM. actives 0.13% (n = 420,000). Q9BTU6; in the data active = activity change below about -50%; inconclusive = mostly about -30% to -49%;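 note: -100% = wells without enzyme as full effect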
Target sequence (Q9BTU6 whole entry, looked up): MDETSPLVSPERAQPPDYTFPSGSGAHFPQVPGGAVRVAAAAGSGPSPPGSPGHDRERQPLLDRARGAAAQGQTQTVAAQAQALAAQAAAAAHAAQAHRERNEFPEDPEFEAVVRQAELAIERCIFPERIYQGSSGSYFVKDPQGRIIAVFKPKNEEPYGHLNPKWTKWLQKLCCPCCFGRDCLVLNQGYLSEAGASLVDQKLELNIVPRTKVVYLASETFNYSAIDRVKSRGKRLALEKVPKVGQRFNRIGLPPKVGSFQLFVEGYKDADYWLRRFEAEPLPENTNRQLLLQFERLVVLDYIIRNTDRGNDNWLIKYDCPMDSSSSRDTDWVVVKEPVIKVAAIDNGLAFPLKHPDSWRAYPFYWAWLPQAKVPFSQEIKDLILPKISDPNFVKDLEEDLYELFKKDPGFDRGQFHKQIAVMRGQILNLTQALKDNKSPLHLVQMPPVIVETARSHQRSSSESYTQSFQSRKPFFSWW
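ADP-Glo luminescence measured ADP generated by PI4K2A enzyme (4 ug/mL before mixing) with 1.2 mM PI substrate (pre-mix) and 300 microM ATP (pre-mix). Tris pH7.5 buffer with MgCl2, Triton X-100; 1 h reaction at ambient temperature.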
GLS inh = inhibitors of human glutaminase (GLS). actives 0.21% (n = 410,000). GLS enzymatic activity, qHTS titration. Potency, µM (series often up to 45.5 µM), without a hit: at the highest dose activity change, negative = inhibition, actives largely listed as inhibitors. O94925; active = well fitted inhibition curve with a large enough effect; inconclusive = small, poorly fitted or top-dose-only effect, or another doubt; inactive = no such curve, though single readings can be large or run the other way; note: potency is the fitted concentration of half-maximal effect
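Human kidney-isoform GLS in 45 mM KH2PO4 pH 8.2, 0.02% Tween-20, with compound, started with 1mM L-Glutamine (added stock). Glutamate oxidase/HRP/Amplex red coupled fluorescence read at start and after 30 min at RT.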
* hit, by the source's call; ? = inconclusive; [ ] = remark or other dose. Unless noted, % is set by controls: 0 for no effect and ±100 for the full control effect. The list is partial; rates above refer to the full screens.

Sample of the layout:
SMILES	PI4K2A block	GLS inh
Oc1ccc(C[C@H]2CNC(=S)N2C[C@H]2CCCN2C[C@H](Cc2ccccc2)N2C[C@H](Cc3ccc(O)cc3)N(CCc3ccccc3)C2=S)cc1	1.6	-3.3%
CC1(C(=O)NC2CCc3ccccc32)CCN1CCc1ccccc1 (stereo not drawn)	-2.1	-3.0%
COc1ccc(-c2cnc3c(NC(C)=O)cc(-c4ccc(C(=O)N5CCOCC5)cc4)cn23)cc1OC	-18.3	0.4%
CC(=O)Nc1cc(-c2ccc(C(=O)NC3CC3)cc2)cn2c(-c3cccc(C(C)=O)c3)cnc12	-5.1	2.2%
CCc1nc2c(OCc3ccc(Cl)cc3Cl)cccn2c1N(C)C(=O)CC(C)C	4.1	-6.3%
O=C(O)CCC(=O)c1ccc(C2CCCCCC2)cc1	2.8	4.6%

Results, from the first entry:
SMILES	PI4K2A block	GLS inh
Oc1ccc(C[C@H]2CNC(=S)N2C[C@H]2CCCN2C[C@H](Cc2ccccc2)N2C[C@H](Cc3ccc(O)cc3)N(CCc3ccccc3)C2=S)cc1	1.6	-3.3%
CC1(C(=O)NC2CCc3ccccc32)CCN1CCc1ccccc1 (stereo not drawn)	-2.1	-3.0%
COc1ccc(-c2cnc3c(NC(C)=O)cc(-c4ccc(C(=O)N5CCOCC5)cc4)cn23)cc1OC	-18.3	0.4%
CC(=O)Nc1cc(-c2ccc(C(=O)NC3CC3)cc2)cn2c(-c3cccc(C(C)=O)c3)cnc12	-5.1	2.2%
CCc1nc2c(OCc3ccc(Cl)cc3Cl)cccn2c1N(C)C(=O)CC(C)C	4.1	-6.3%
O=C(O)CCC(=O)c1ccc(C2CCCCCC2)cc1	2.8	4.6%
CC1(C(=O)Nc2ccc3c(c2)OCCO3)CCN1Cc1csc2ccccc12 (stereo not drawn)	2.9	2.4%
COc1ccc(C(=O)N2CCCC2(C)C(=O)NCC(C)C)cc1C(F)(F)F (stereo not drawn)	4.8	2.1%
CCCCNC(=O)C1(C)CCN1C(=O)c1cccc2c1OCCO2 (stereo not drawn)	0.3	3.9%
C=CCNc1nc2cc(-c3ccc(C(=O)N4CCOCC4)cc3)sc2c(=O)n1C	-16.6	-3.8%
CN(C)c1ccc(CNC(=O)C2(C)Cc3c(-c4cccc(C(N)=O)c4)ccnc3O2)cc1 (stereo not drawn)	4.4	17.2%
CC(=O)c1cccc(-c2cnc3c(NC=O)cc(-c4ccccc4Oc4ccccc4)cn23)c1	-0.2	2.9%
CCCCCc1c(-c2ccccc2F)ncn1CCc1ccccc1OC	-1.7	4.2%
CCCS(=O)(=O)NC(=O)C1(C)CCN(C(=O)c2ccc(SC(F)(F)F)cc2)C1 (stereo not drawn)	-6.0	1.8%
COc1ccc(NC(=O)C2(C)Cc3c(-c4ccc(N(C)C)cc4)ccnc3O2)cc1 (stereo not drawn)	-1.3	50.7%[activator]
CCN(C)C1CN(Cc2cn(Cc3ccccc3)nn2)S(=O)(=O)C1 (stereo not drawn)	0.8	4.8%
C[C@@H]1CN([C@H](C)CO)C(=O)CCCn2cc(nn2)CO[C@H]1CN(C)C(=O)c1ccncc1	-3.5	9.7%
COc1ccc(OC)c(NC(=O)C2(C)CCN2C(=O)Cc2ccccc2)c1 (stereo not drawn)	-3.4	-1.7%
CC(C)CNC(=O)c1cccc2c(-c3cccc(C(N)=O)c3)coc12	9.4	-1.8%
COC(=O)c1ccc2nc(-c3ccc(OC)c(OC)c3)c(Cc3ccccc3)n2c1	-0.2	9.4%
CCOC(=O)N(C)c1c(CC)nc2c(OCc3ccc(C(F)(F)F)cc3)cccn12	-3.1	10.7%
CCCNC(=O)C1(C)CCCN(C(=O)C(c2ccccc2)c2ccccc2)C1 (stereo not drawn)	0.7	-4.3%
O=C(NCCCN1CCOCC1)c1[nH]c(C(F)(F)F)nc1-c1ccccc1	2.1	0.7%
O=S1(=O)CC(N2CC=CC2)CN1Cc1cn(Cc2ccccc2)nn1 (stereo not drawn)	-1.7	4.1%
COc1ccc(Cl)cc1-c1noc([C@@H]2O[C@H](CO)[C@@H](O)[C@H]2O)n1	-2.9	0.5%
COc1ccccc1CNC(=O)c1cc(-c2cc(F)ccc2OC(C)C)n[nH]1	0.7	-0.6%
Cc1cc(C)cc(Cn2cc(CN3CC(N(C)C)CS3(=O)=O)nn2)c1 (stereo not drawn)	-1.7	23.5%
O=C1NC[C@H](CCCCN2C[C@H](Cc3ccc(O)cc3)N(CCC3CCCCC3)C(=O)C2=O)N(CCc2ccc(O)cc2)C1=O	9.4	0.1%
CC1(C(=O)Nc2cccc3cccnc23)CCN1C(=O)CCC1CCCC1 (stereo not drawn)	-3.9	0.3%
C[C@@H]1O[C@H](C2CCCCC2)Cc2[nH][nH]c(=O)c21	-1.3	2.2%
CC(C)[C@@H]1Cc2[nH][nH]c(=O)c2[C@H](CCc2ccccc2)O1	-8.3	15.6%
COCCNC(=O)C1CCCN(C(=O)c2cc(C)nn2C(C)(C)C)CC1 (stereo not drawn)	0.3	1.1%
CC(=O)Nc1ccc(-c2ccnc3c2CC(C(=O)NCCC(F)(F)F)O3)cc1 (stereo not drawn)	2.8	-5.9%
Cn1ccc2c(-c3ccc(F)nc3)cc3c(c21)C1CCC3C1 (stereo not drawn)	-2.0	-9.9%
COC(=O)c1ccc2nc(-c3ccco3)c(Cc3cccc(Cl)c3)n2c1	-17.2	0.8%
CC1=C(C(=O)N2CCOCC2)CC(CC(=O)NCCc2ccccn2)C(=O)N1CCCN1CCCC1=O (stereo not drawn)	6.6	0.6%
O=c1cc(CCc2ccccc2)[nH]c(=O)[nH]1	-0.8	-15.3%
O=C(NCc1ccccc1Br)c1cccs1	1.4	-14.2%
CC(C)N1CCC(C)(C(=O)Nc2cc(-c3ccccc3)nn2C)C1 (stereo not drawn)	1.4	15.0%
Cc1ccccc1-c1nc(NC(C)C)nc2ccsc12	3.6	-2.7%
Cc1cccc(S(=O)(=O)NC(=O)C2(C)CCN2C(=O)C/C=C/c2ccccc2)c1 (stereo not drawn)	-8.5	17.3%
O=C(Oc1ccccc1)c1cc(O)c(O)c(O)c1	-22.4	?
CCCc1ccc(C(O)c2ncc(-c3cccc(F)c3)[nH]2)cc1 (stereo not drawn)	0.0	-3.4%
COc1ccccc1CNc1nc(NCc2ccc(NC(C)=O)cc2)c2sccc2n1	-3.6	6.6%
C(=C\c1ccccc1)/CN1CCN(C(c2ccccc2)c2nnnn2Cc2ccccc2)CC1 (stereo not drawn)	0.4	16.7%
COc1ccc(-c2coc3c(C(=O)NCC4CCOCC4)cccc23)c(C)c1	0.9	4.3%
Brc1ccc2nc(C3CCCCC3)c(Cc3ccsc3)n2c1	-3.0	-5.7%
COc1cc(NC(=O)c2ccc(-c3cn[nH]c3)c3ccoc23)cc(OC)c1OC	-2.7	8.0%

Profiles as entered above.
Listed for CC(=O)c1cccc(-c2cnc3c(NC=O)cc(-c4ccccc4Oc4ccccc4)cn23)c1 : PI4K2A block = -0.2; GLS inh = 2.9%
Listed for CC1(C(=O)NC2CCc3ccccc32)CCN1CCc1ccccc1 (stereo not drawn) : PI4K2A block = -2.1; GLS inh = -3.0%

Later entries.
SMILES	PI4K2A block	GLS inh
OC(c1ccc(Cl)c(Cl)c1)c1ncc(-c2ccccc2F)[nH]1 (stereo not drawn)	1.4	-5.4%
C[C@@H](c1ccccc1)N1C[C@@H](COCc2ccccc2)Oc2cc(N3CC[C@@H](N(C)C)C3)ccc2S1(=O)=O	-3.2	12.5%
CCOC(=O)C1=CCC(c2ccccc2C)N(S(=O)(=O)c2ccc(C)cc2)C1 (stereo not drawn)	1.1	-12.5%
Cc1c(C(=O)N2CCC2(C)C(=O)O)oc2ccccc12 (stereo not drawn)	-0.9	1.1%
CN(C)c1ccc(CNC(=O)C2(C)Cc3c(-c4ccc(N(C)C)cc4)ccnc3O2)cc1 (stereo not drawn)	-0.7	18.6%
O=C(NCc1cccc(C(F)(F)F)c1)c1ccc2nc([C@H]3C[C@H](O)[C@@H](CO)O3)[nH]c2c1	-3.3	0.2%
CCCCC[C@H](C)N1C[C@@H](COCc2ccccc2)Oc2cc(N3CC[C@H](N(C)C)C3)ccc2S1(=O)=O	4.2	-2.6%
Nc1ccn(C2OC(CO)C(O)C2F)c(=O)n1 (stereo not drawn)	-1.1	8.6%
CCOc1ccc(CCN2C(=O)C(=O)N([C@@H](CC(C)C)CN3CCC[C@H]3CN3C(=O)C(=O)NC[C@@H]3CC(C)C)C[C@@H]2Cc2ccccc2)cc1	-1.0	4.2%
CC1(C(=O)Nc2ccc(Cl)cc2)Cc2c(-c3cccc(C(F)(F)F)c3)ccnc2O1 (stereo not drawn)	0.5	-4.6%
CCOC(=O)C1=CCC(c2cccc(Cl)c2)N(S(=O)(=O)c2ccc(C)cc2)C1 (stereo not drawn)	2.2	-2.9%
CCOC(=O)[C@]12CCCC=C1N(Cc1cccc3ccccc13)C(=O)[C@H](CC(=O)NCC13CC4CC(CC(C4)C1)C3)C2	7.5	-25.1%
CC1(C(=O)NS(=O)(=O)c2cccc(OC(F)F)c2)CCN1C(=O)C1CCCCC1 (stereo not drawn)	-3.3	14.2%
Cc1ccc(OC2CCN(C(=O)[C@H]3O[C@@H](n4cnc5c(N)ncnc54)[C@H](O)[C@@H]3O)CC2)cc1	-6.4	-5.8%
CC(O)(c1cccnc1)c1nc(-c2ccc(F)c(Cl)c2)cs1 (stereo not drawn)	-0.5	6.1%
CCCCCCCCN1C(=O)[C@H](CC(=O)NCCCOC)C[C@@]2(C(=O)OC)CCCCC=C12	0.0	2.4%
CCCCNC(=O)c1c(N)[nH]c(C(=O)c2ccccc2)c1-c1ccccn1	5.2	36.6%[activator]
Cc1ccccc1-c1cc2nc(Oc3ccc4c(c3)OCO4)n(C)c(=O)c2s1	-3.1	-6.8%
CCN(CC)c1ncnc2c1ncn2[C@H]1CN(Cc2cccnc2)C[C@@H](CO)O1	1.6	0.7%
CCCCC[C@@H]1CCCCC[C@@H](O)C[C@H](O)[C@H](O)/C=C/C(=O)O1	2.9	-13.6%
CC(=O)c1ccc(OCc2nnn(CC(=O)O)c2-c2ccccc2)cc1	0.8	13.0%
CN1CCN(c2ccc(CNC(=O)C3Cc4c(-c5ccccc5Oc5ccccc5)ccnc4O3)cc2)CC1 (stereo not drawn)	-3.5	21.4%
COCCN1C[C@@H](CO)O[C@@H](n2cnc3c(N4CCN(C)CC4)ncnc32)C1	6.0	-4.8%
COC[C@@H]1CCCN1c1ccc2c(c1)O[C@@H](COCc1ccccc1)CN([C@@H](C)c1ccccc1)S2(=O)=O	1.4	-21.1%
CC(=O)Nc1ccc(C(=O)N2CCCCC2c2cc(C(=O)NCc3ccccc3)no2)cc1 (stereo not drawn)	-1.4	-1.9%
Cc1cc2oc(=O)cc(CN3CCCCC3)c2cc1Cl	2.4	1.9%
CC(CSC(=O)c1ccccc1)C(=O)N1c2ccccc2CC1C(=O)O (stereo not drawn)	-2.9	-14.5%
O=C(NCc1cccnc1)c1cc(C2CCCCN2C(=O)CCCc2ccccc2)on1 (stereo not drawn)	-2.6	15.1%
CCOC(=O)C1(C)CCCN(C(=O)c2ccccc2F)C1 (stereo not drawn)	-9.3	-6.3%
NNC(=O)CNC(=O)Nc1n[nH]c(=S)s1	0.3	16.1%
CN(C)c1ncnc2c1ncn2[C@H]1CN(C2CCCC2)C[C@@H](CO)O1	-1.1	4.4%
CC(=O)c1ccc(OC2(C)CCN(Cc3ccc(OC(F)(F)F)cc3)C2)cc1 (stereo not drawn)	-2.8	20.0%
COc1ccc(CNC(=O)C2Cc3c(-c4cccc(C(C)=O)c4)ccnc3O2)cc1OC (stereo not drawn)	-1.6	-2.0%
NC[C@H]1O[C@@H](n2ccc(N)nc2=O)[C@H](O)[C@@H]1O	-4.0	14.5%
CCOC(=O)C1=CCN(S(=O)(=O)c2ccccc2F)C1c1ccc(Cl)cc1 (stereo not drawn)	2.4	1.2%
CC1(C(=O)O)CCCN1C(=O)c1cccc(C(F)(F)F)c1 (stereo not drawn)	6.9	10.9%
COc1cccc(-c2oc3c(c2-c2ccc(Br)nc2)C(O)CCC3)c1 (stereo not drawn)	2.3	-1.2%
CC(C)NC(=O)C1(C)CCN1Cc1cccc(C#N)c1 (stereo not drawn)	-1.1	0.9%
COc1cccc(Nc2nc(C(N)Cc3ccc(F)cc3)cs2)n1 (stereo not drawn)	-4.2	1.3%
O=C1NC[C@H](CCCCN2CCN(CC3CCCCC3)C(=O)C2=O)N(CC2CCCCC2)C1=O	8.9	-2.7%
O=C(NCc1ccco1)c1cccc(-c2ccc3nccn3c2)c1	-8.1	-19.3%
CC1(C)OC(=O)C2=C(C[C@@H](C3CCCC3)O[C@H]2CCc2cccc(Cl)c2)O1	-0.7	-2.1%
CN(C)CCNC(=O)c1cccc(-c2cnc3c(NC=O)cc(-c4ccc(S(C)(=O)=O)cc4)cn23)c1	-6.2	9.1%
CC(C)NC(=O)C1(C)CCN1Cc1ccc(C(F)(F)F)cc1 (stereo not drawn)	-0.6	-19.4%
COc1cc(F)ccc1-c1cc(C(=O)NCc2ccc(C(F)(F)F)cc2)[nH]n1	2.9	0.6%

From PubChem
